# Assay outcomes (PubChem)
# Rv3671c protease: inhibitors of M. tuberculosis serine protease Rv3671c | P9WHR9 | inhibition, % at 5.96 µM | 0.048% of 320,000 active; in the data active = inhibition above about 38%;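 also: extracellular domain of Rv3671c used as enzyme; 0% = enzyme with DMSO and 100% = no enzyme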
# BoNT A protease: inhibitors of Botulinum neurotoxin A light chain protease. inhibition, % at 10 µM. multiplex microsphere protease substrate cleavage, flow cytometry. 0.17% of 360,000 active. AID 588499; also: plate controls were buffer without enzyme for full effect and enzyme alone for no effect
# MazF activator: activators of E. coli MazEF toxin-antitoxin RNase. activation, % at 20 µM. P0AE70. 0.32% of 350,000 active. FAM/BHQ RNA-DNA oligo cleavage fluorescence, 5 h. AID 504720; in the data active = activation above about 50%
# Target sequence (P0AE70 whole entry, looked up): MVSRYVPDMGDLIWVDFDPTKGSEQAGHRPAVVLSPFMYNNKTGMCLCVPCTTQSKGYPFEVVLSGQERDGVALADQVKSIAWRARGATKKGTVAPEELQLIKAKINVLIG
# PriA SSB inh: K. pneumoniae PriA-SSBct interaction inhibition; inhibition, % at 33 µM; AlphaScreen SSBct-PriA binding, biotinylated peptide; 0.6% of 430,000 active; in the data active = inhibition mostly above about 37%, no sharp cut-off; inactive = mostly below about 20%;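 also: plate controls were negative control peptide for no effect and reference peptide for full effect; strong numbers were not always called active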
# 3CLpro inhibitor: SARS-CoV 3CLpro protease inhibition; AID 1706; 0.14% of 290,000 active; inhibition, % at 6 µM; P0C6X7; recombinant SARS-CoV 3CLpro, quenched FRET peptide cleavage; in the data active = inhibition above about 12%
# CCHF vOTU inh: CCHFV vOTU protease inhibition; Pep-AMC fluorescence; inhibition, % at 11.5 µM; 0.55% of 370,000 active; in the data active = inhibition above about 30%; also: 0% = vehicle wells with enzyme and 100% = no enzyme wells
# Anthrax LF prot: anthrax lethal factor protease inhibition | 0.12% of 360,000 active | P15917 | AID 588501 | inhibition, % at 10 µM | multiplex microsphere protease cleavage assay, LF; also: plate controls were buffer without enzyme for full effect and enzyme alone for no effect
# Target sequence (P15917 whole entry, looked up): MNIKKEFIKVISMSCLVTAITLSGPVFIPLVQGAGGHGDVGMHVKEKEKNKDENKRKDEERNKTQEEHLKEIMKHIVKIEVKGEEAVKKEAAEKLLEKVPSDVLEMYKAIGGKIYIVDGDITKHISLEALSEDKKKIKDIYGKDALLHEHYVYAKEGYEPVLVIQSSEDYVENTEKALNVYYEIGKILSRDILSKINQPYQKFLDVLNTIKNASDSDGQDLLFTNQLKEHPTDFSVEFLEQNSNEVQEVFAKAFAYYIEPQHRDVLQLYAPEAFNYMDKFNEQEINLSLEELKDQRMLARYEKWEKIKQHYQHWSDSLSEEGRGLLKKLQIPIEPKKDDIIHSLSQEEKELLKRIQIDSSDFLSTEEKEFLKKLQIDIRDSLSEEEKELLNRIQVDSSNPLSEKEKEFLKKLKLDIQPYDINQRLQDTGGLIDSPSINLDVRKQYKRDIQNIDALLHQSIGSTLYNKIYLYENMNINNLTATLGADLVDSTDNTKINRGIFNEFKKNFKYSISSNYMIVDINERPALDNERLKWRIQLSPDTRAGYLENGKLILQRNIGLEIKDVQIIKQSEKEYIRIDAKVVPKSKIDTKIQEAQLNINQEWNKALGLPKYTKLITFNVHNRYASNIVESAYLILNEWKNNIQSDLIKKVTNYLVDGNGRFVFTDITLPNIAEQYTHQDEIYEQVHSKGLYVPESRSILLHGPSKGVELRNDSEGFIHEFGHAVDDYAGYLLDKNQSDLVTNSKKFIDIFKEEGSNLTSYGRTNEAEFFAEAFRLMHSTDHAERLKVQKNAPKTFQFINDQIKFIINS
# PrPC TRFRET: reduces human prion protein on the cell surface; P04156; cell surface PrPC, TR-FRET read-out; inhibition, % at 13.8 µM; 0.43% of 370,000 active; AID 720596; in the data active = inhibition above about 24%; also: 0% = median of the test wells and 100% = reference compound wells
# DUSP3 inh: DUSP3 (human) phosphatase inhibition. inhibition, % at 13.3 µM. 0.52% of 290,000 active. AID 1654. P51452. recombinant VHR phosphatase, pNPP absorbance; in the data active = inhibition above about 50%; also: some compounds called inactive have numbers as strong as hits
# Target sequence (P51452 whole entry, looked up): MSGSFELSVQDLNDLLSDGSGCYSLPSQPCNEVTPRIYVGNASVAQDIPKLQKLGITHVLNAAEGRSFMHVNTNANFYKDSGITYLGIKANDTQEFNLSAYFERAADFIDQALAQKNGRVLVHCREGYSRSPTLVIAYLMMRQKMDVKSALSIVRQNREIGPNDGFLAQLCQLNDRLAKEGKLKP
# BoNT-F LC inh: blocks Botulinum neurotoxin F light chain protease | Multiplex microsphere protease cleavage assay, flow cytometry | 0.22% of 360,000 active | inhibition, % at 10 µM; in the data active = inhibition above about 35%, passing the limit was not always enough; inconclusive = no clear call, values can overlap the other calls; also: plate controls were buffer without enzyme for full effect and enzyme alone for no effect
# Active calls of the source: *; ? = inconclusive; . = no result given. Rule as the data show it, unless noted: active = inhibition above about 30%; inconclusive = no clear call, values can overlap the other calls; inactive = below that. The list is partial; the hit share may differ from the screen's.
SMILES,Rv3671c protease,BoNT A protease,MazF activator,PriA SSB inh,3CLpro inhibitor,CCHF vOTU inh,Anthrax LF prot,PrPC TRFRET,DUSP3 inh,BoNT-F LC inh
Cc1[nH]c2ccccc2c1/C=C/c1nc2ccccc2c(=O)n1-c1cccc([N+](=O)[O-])c1,-1,1.8,19,21,-10,2,-3,0,-7,-1
O=C(CN(Cc1ccccc1Cl)C(=O)CNS(=O)(=O)c1ccccc1)NCC1CCCO1 (configuration not stated),2,-0.8,-6,-19,-1,12,1,-5,32,3
CCOC(=O)Cc1csc(NC(=O)c2c(O)c3c(n(CC(C)C)c2=O)CCCC3)n1,7,0.6,4,2,-3,5,6,-9,14,5
COc1ccc(OC)c(NC(=O)Cn2c(CCC(=O)O)ccc2-c2ccccc2)c1,-4,0.4,3,3,1,16,1,3,-8,-2
CCOC(=O)C1=C(C)OC(N)=C(C#N)C1c1cccs1 (configuration not stated),2,-1.1,-7,2,-3,-4,-3,5,-10,-7
O=C(Nc1nnc(-c2ccncc2)s1)C1CCCO1 (configuration not stated),-1,-1.4,-2,-6,-3,-32,-5,0,-10,-3
Cc1ccc(C(=O)N/C(=C\c2cn(S(=O)(=O)N(C)C)c3ccccc23)C(=O)NCCCn2ccnc2)cc1,-8,-0.2,9,30,-10,12,-4,-3,-15,-1
Cc1occc1C(=O)Nc1nccs1,-6,1.7,2,-15,2,2,4,4,16,?
Cc1ccc(C)c(OCc2cc(C(=O)N3CCOCC3)no2)c1,-6,1.0,3,-7,-1,2,-6,-2,6,1
CC(=O)N1CCN(C(=O)c2ccc3oc(CCCc4ccccc4)nc3c2)CC1,7,-1.9,1,-1,-1,14,0,1,18,-9
CCc1cccc(N(C(=O)c2csnn2)C(C(=O)NC(C)(C)C)c2ccccn2)c1 (configuration not stated),-4,-2.5,13,-14,5,-16,4,-2,-14,-6
Cc1ccc(NC(=O)Nc2ccc3oc(C)nc3c2)cc1,6,0.7,-1,-10,2,10,3,13,13,-3
COC(=O)C1CCN(Cc2cc(=O)oc3cc(C)c(Cl)cc23)CC1,2,-2.5,-2,-16,-2,-13,0,1,.,-3
C1CCC2(CC1)OCC1(CO2)COC2(CCCCC2)OC1,-1,1.7,-6,-4,-1,-5,0,0,7,5
c1coc(-c2nc3nc4ccccc4nc3n2-c2ccc3c(c2)OCCO3)c1,.,9.2,0,8,1,6,7,0,11,12
Cn1cc(C(=O)NCc2ccc(Cl)cc2)c(=O)c2cc(S(=O)(=O)N3CCOCC3)ccc21,-2,-1.7,13,1,-9,-5,-5,5,13,-5
Cc1cnn(C(=S)NCc2ccco2)c1,9,0.5,3,-9,-4,5,2,-1,-8,8
O=C(Nc1cccn(Cc2c(Cl)cccc2Cl)c1=O)C1CC1,-15,1.7,0,-11,3,-11,0,-6,9,3
CCCCC(NC(=O)CCc1c(C)c2cc3c4c(oc3c(C)c2oc1=O)CCCC4)C(=O)O (configuration not stated),.,-0.8,4,-18,3,-18,-7,-1,58*,2
CCOC(=O)N1CCN(CC(O)COCc2ccc(OC)c(OC)c2)CC1 (configuration not stated),8,-1.0,5,-8,3,-24,0,-3,-4,0
CCOC(=O)C1CCN(S(=O)(=O)c2ccc(C)c(C(=O)NC3CCCCC3)c2)CC1,-9,0.3,1,3,1,-4,0,4,6,6
COc1cc(C=CC(=O)c2ccccc2)cc(OC)c1OC,.,0.9,.,.,.,6,-14,0,.,8
CCc1nc(C)ccc1OCC(=O)NCCCN(C)C,-5,-1.8,2,-16,-1,-2,-1,-6,3,-2
COCCNC(=O)c1cnn2c(C(F)(F)F)cc(-c3ccc4c(c3)OCO4)nc12,2,0.2,3,-5,4,-7,-7,2,7,3
COc1cc(OC)nc(NC(=O)CCl)n1,3,0.4,1,-9,-3,22,-3,-7,8,-5
O=C(O)CCc1cccnc1,-3,0.4,7,6,0,-7,2,-3,10,-9
CCN(CC)CCC/C(=N\O)C(O)(c1ccccc1)c1ccccc1,-1,0.2,-13,.,0,-3,4,1,18,0
COc1ccc(CNC(=O)C2CCC(CNS(=O)(=O)c3cccc4cccnc34)CC2)cc1 (configuration not stated),4,-1.5,7,-6,4,0,-1,6,12,0
Nc1nc(COC(=O)C2CC(=O)N(Cc3ccccc3)C2)nc(Nc2ccccc2)n1 (configuration not stated),5,-0.1,-12,7,.,2,0,7,.,2
O=C(CCNS(=O)(=O)c1ccc(Br)cc1)N1CCCCCCC1,6,-11,-8,-14,.,7,-6,1,.,-14
Cc1ccccc1OCCNC(=O)/C=C/c1ccc([N+](=O)[O-])cc1,-4,-1.4,6,5,-2,0,1,-12,-8,0
CN(NS(=O)(=O)c1ccc([N+](=O)[O-])cc1)c1ccccc1,.,-0.1,7,.,.,-4,-7,-2,.,-1
Clc1ccccc1-c1nc(/C=N/N2CCOCC2)c2ccccn12,3,0.5,-9,.,5,19,-1,-7,33,-7
CC1=NN(c2ccc(F)cc2)C(=O)C1C(c1cccc(O)c1)c1c(C)[nH]n(-c2ccc(F)cc2)c1=O (configuration not stated),-112,-0.3,0,4,4,66*,-3,-7,17,3
CNC(=O)C(=O)NCC1OCCCN1S(=O)(=O)c1ccc2c(c1)OCCO2 (configuration not stated),-7,-3.3,0,-8,-6,-1,7,5,0,-2
Cc1cc(C(=O)CSc2nnc(-c3ccco3)o2)c(C)n1Cc1ccco1,-8,0.3,-5,5,9,8,-2,3,36,3
CC1(C)NC(=O)N(Cc2cc(=O)n3ccsc3n2)C1=O,4,0.2,2,1,-2,-30,2,2,6,3
Cc1ccc(N(CC(=O)NCc2ccccc2)C(=O)CCC(=O)Nc2ccccn2)c(C)c1,6,-1.2,-2,3,-3,-2,-4,-1,26,1
COc1cc(/C=C/C(=O)OCC(=O)Nc2cc(C)c(C)cc2[N+](=O)[O-])ccc1O,-7,-0.6,-3,-7,0,-2,3,-4,-15,-1
O=[N+]([O-])c1ccccc1/C=N/Nc1nccnc1Cl,4,-0.7,-4,.,1,7,-2,-24,21,0

# Three entries from above, ordered by heavy-atom count, low to high:
SMILES,Rv3671c protease,BoNT A protease,MazF activator,PriA SSB inh,3CLpro inhibitor,CCHF vOTU inh,Anthrax LF prot,PrPC TRFRET,DUSP3 inh,BoNT-F LC inh
COc1cc(OC)nc(NC(=O)CCl)n1,3,0.4,1,-9,-3,22,-3,-7,8,-5
CC1(C)NC(=O)N(Cc2cc(=O)n3ccsc3n2)C1=O,4,0.2,2,1,-2,-30,2,2,6,3
CN(NS(=O)(=O)c1ccc([N+](=O)[O-])cc1)c1ccccc1,.,-0.1,7,.,.,-4,-7,-2,.,-1

# (list continues)
SMILES,Rv3671c protease,BoNT A protease,MazF activator,PriA SSB inh,3CLpro inhibitor,CCHF vOTU inh,Anthrax LF prot,PrPC TRFRET,DUSP3 inh,BoNT-F LC inh
Cc1ccc(C(=O)/C=C/N(C)C)cn1,-1,3.6,7,-18,4,-5,8,-4,16,?
CCc1ccc(Nc2nc(N)nc(CSc3nc4ccccc4s3)n2)cc1,-23,0.1,5,-5,1,2,3,0,33,-7
O=C(COc1ccc2ccc(=O)oc2c1)NC1CCN(Cc2ccccc2)CC1,3,-1.8,16,-7,-5,20,-1,-10,6,-1
CCOc1c(Cl)cc(CNCC(O)c2ccccc2)cc1OC (configuration not stated),7,-0.5,3,-16,1,13,0,5,2,-5
COc1ccc(C(=O)NCc2nnc(SCC(=O)Nc3ccc4c(c3)OCO4)o2)cc1,-2,1.1,-8,-3,-4,-5,-1,3,-13,-5
COc1ccc2cc(C=NS(=O)(=O)c3ccc(C)cc3)n(C)c2c1,-7,-0.8,-2,5,.,7,-1,0,.,-5
CCCCCn1c(SCC2CCCO2)nc2cc(C(=O)N3CCC(C(N)=O)CC3)ccc2c1=O (configuration not stated),2,1.7,2,10,4,8,-5,4,18,0
COc1ccc(S(=O)(=O)N2C[C@H]3CON(C)[C@H]3C[C@H]2c2cccc(Br)c2)cc1,.,0.0,-4,2,.,-10,-5,-5,.,4
O=C1Nc2ccccc2/C1=C/C(=O)c1cccs1,-2,-0.6,0,-4,1,7,-2,1,-10,-16
CN(CC(=O)Nc1ccc(F)cc1)C(=O)C1CCCC1,-1,8.5,2,2,.,-5,4,-1,.,28
CSc1sccc1/C=N/NC(=O)c1ccncc1,5,0.0,1,.,4,0,-1,-3,45,2
O=C(COc1cccc2ccccc12)NNC(=O)CSCCO,7,-1.0,5,-10,5,-2,0,1,-3,10
COc1ccc([C@@H]2CC(=O)[C@@H]3CN(S(=O)(=O)c4ccc(C)cc4)[C@H](c4ccccc4)C[C@@H]3N2S(=O)(=O)c2ccccc2)cc1,.,0.3,.,.,.,7,-9,-4,.,11
CCCN(C)C[C@H]1OCc2cnnn2CCCC(=O)N([C@H](C)CO)C[C@@H]1C,.,-0.2,.,.,.,7,2,-2,.,1
CCC(C)Sc1ccc([C@H]2N[C@@](Cc3ccccc3)(C(=O)OC)[C@H]3C(=O)N(CC)C(=O)[C@@H]23)cc1 (some centres not stated),-4,-0.1,0,-4,.,8,-1,-1,.,-1
CN(C)c1cc(-c2cccc(C(F)(F)F)c2)oc(=O)c1Cl,-2,-3.5,-5,-10,.,6,6,-8,.,?
N#Cc1nc(COc2cccc(Cl)c2)oc1NCCN1CCOCC1,-2,-2.5,-3,0,2,7,4,-4,0,?
Cn1cnnc1Sc1nc2c(c(=O)n(C)c(=O)n2C)n1Cc1ccccc1Cl,-2,-0.2,4,4,2,1,-2,-1,4,-2
COc1ccc(-c2csc3ncnc(N4CCN(Cc5ccccc5)CC4)c23)cc1,-2,.,-1,-2,-6,6,.,-5,23,.
CCOc1ccccc1NC(=S)N1CCC(NC(=O)NC23CC4CC(CC(C4)C2)C3)CC1,-8,-0.2,-1,-31,8,-18,0,-7,13,1

# An excerpt from above with just PrPC TRFRET and Anthrax LF prot.
Structure,PrPC TRFRET,Anthrax LF prot
CNC(=O)C(=O)NCC1OCCCN1S(=O)(=O)c1ccc2c(c1)OCCO2 (configuration not stated),5,7
Cc1cc(C(=O)CSc2nnc(-c3ccco3)o2)c(C)n1Cc1ccco1,3,-2
CC1(C)NC(=O)N(Cc2cc(=O)n3ccsc3n2)C1=O,2,2
Cc1ccc(N(CC(=O)NCc2ccccc2)C(=O)CCC(=O)Nc2ccccn2)c(C)c1,-1,-4
COc1cc(/C=C/C(=O)OCC(=O)Nc2cc(C)c(C)cc2[N+](=O)[O-])ccc1O,-4,3

# Next part:
SMILES,Rv3671c protease,BoNT A protease,MazF activator,PriA SSB inh,3CLpro inhibitor,CCHF vOTU inh,Anthrax LF prot,PrPC TRFRET,DUSP3 inh,BoNT-F LC inh
N#C/C(=C\c1cccnc1)C(=O)Nc1cccc2ccccc12,1,0.7,1,-4,7,3,0,6,14,-2
O=S(=O)(NC1CCCCC1Nc1ccc(Cl)cc1)c1ccccc1 (configuration not stated),-5,0.0,0,13,2,1,2,6,-2,-3
O=C1C2C3C=CC(CNS(=O)(=O)c4ccccc4[N+](=O)[O-])(O3)C2C(=O)N1c1ccccc1 (configuration not stated),3,-0.6,6,9,-1,-10,0,-8,12,-4
COc1cccc(NC(=O)CN2C(=O)CSc3nc(C)cc(C)c32)c1,4,-0.5,4,-14,-1,7,2,5,29,-1
O=C(c1ccco1)N1CCN(C(c2ccc(Cl)cc2)c2nnnn2CC2CCCO2)CC1 (configuration not stated),-1,-1.2,2,-8,2,15,1,-1,7,?
Cc1ccc(N2CC(C(=O)Nc3ccccc3C(=O)NC3CCCCC3)CC2=O)cc1 (configuration not stated),-7,-0.4,3,-14,5,-10,-2,-7,16,-5
Cc1cccn2c(=O)c(C=O)c(N3CCSCC3)nc12,-5,.,-1,-5,-1,-5,.,0,21,.
COc1ccccc1-c1nnc(SC)n1C,-2,-0.2,-2,-11,0,-7,-2,-8,20,0
O=C1c2cccc3cccc(c23)C(=O)N1CC1CCN(S(=O)(=O)c2ccc(F)cc2)CC1,-11,1.0,4,9,6,-7,-1,-2,21,-3
NC(=O)c1ccccc1NS(=O)(=O)c1ccc(S(=O)(=O)N2CCCC2)cc1,-14,-0.3,-3,4,.,29,-18,-5,.,3
CN(C)CCN1CCN(C2CN(Cc3ccc(F)cc3)S(=O)(=O)C2)CC1 (configuration not stated),.,-0.1,.,.,.,0,-14,-8,.,-2
